A3G deaminase: APOBEC3G (human) deaminase inhibition. AID 493012. actives 0.28% (n = 330,000). Q9HC16. recombinant A3G, ssDNA deamination FAM/TAMRA fluorescence. inhibition, % at 20 µM;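 active means inhibition of at least 40% at 20 µM, with no more than 30% in the related APOBEC3A deaminase screen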;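 further: plate controls were DMSO wells with A3G for no effect and wells lacking A3G enzyme for full effect; some compounds called inactive have numbers as strong as hits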
NR3A LBD binder: NR3A (human) ligand-binding domain modulation; NR3A LBD differential scanning fluorimetry, Tm shift; 0% = protein alone, 100% = glycine-bound protein; Tm shift relative to glycine control, % at 25 µM; actives 2.5% (n = 340,000);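 active means melting temperature shift of at least 10% of the positive control shift, at one fixed dose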
Gli-Sufu antag: antagonists of Gli-Sufu signaling | actives 0.74% (n = 340,000) | AID 588413 | inhibition, % at 5 µM | Sufu-KO-LIGHT fibroblasts, Gli luciferase reporter luminescence;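 active means inhibition above about 55%, limit read from the data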;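 further: 0% = DMSO-treated cells and 100% = wells with medium but no cells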
A3A deaminase: inhibitors of human APOBEC3A DNA deaminase | P31941 | recombinant A3A, FAM/TAMRA ssDNA deamination fluorescence | inhibition, % at 20 µM | actives 0.41% (n = 330,000) | AID 493011;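 active means at least 40% inhibition at 20 µM here, with at most 30% in a related deaminase screen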;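 further: plate controls were A3A with DMSO for no effect and wells lacking A3A enzyme for full effect; some results filed as inactive read as strong as hits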
Target sequence (P31941 whole entry, looked up): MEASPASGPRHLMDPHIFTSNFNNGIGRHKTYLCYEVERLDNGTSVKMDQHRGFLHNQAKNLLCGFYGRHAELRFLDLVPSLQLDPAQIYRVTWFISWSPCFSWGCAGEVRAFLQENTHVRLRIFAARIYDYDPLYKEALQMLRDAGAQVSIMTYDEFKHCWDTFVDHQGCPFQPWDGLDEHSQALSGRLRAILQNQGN
MPTP block: inhibitors of mitochondrial permeability transition pore; isolated mouse mitochondria, Ca2+ swelling absorbance, 30 min; actives 1.4% (n = 360,000); inhibition, % at 10 µM;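 active means inhibition of 50% or more, scaled per plate between neutral and stimulator controls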;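 further: 0% = DMSO wells given calcium and 100% = 1 mM EGTA wells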
EBI2 block: EBI2 (human) antagonism; actives 0.81% (n = 360,000); inhibition, % at 5 µM; EBI2 beta-arrestin recruitment, luminescence, 7a,25-OHC stimulated; AID 651636; P32249; in the data active means inhibition above about 38%;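 further: enzyme fragment complementation signal reports receptor beta-arrestin coupling in cells; 0% = agonist plus DMSO wells and 100% = wells without agonist; some results beyond the cut were filed as inactive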
Target sequence (P32249 whole entry, looked up, the tested form may be a part): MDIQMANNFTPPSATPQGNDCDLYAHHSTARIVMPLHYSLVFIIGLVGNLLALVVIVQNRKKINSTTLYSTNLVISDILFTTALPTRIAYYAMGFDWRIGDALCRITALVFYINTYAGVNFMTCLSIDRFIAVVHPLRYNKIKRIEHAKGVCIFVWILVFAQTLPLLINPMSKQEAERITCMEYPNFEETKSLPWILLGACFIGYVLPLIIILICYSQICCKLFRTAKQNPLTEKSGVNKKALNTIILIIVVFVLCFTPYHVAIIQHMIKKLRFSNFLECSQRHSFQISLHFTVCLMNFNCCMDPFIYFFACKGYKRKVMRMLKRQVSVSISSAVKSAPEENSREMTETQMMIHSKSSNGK
CXCR6 inh: inhibitors of human CXCR6 receptor. inhibition, % at 20 µM. actives 0.36% (n = 360,000). AID 602244. CHO-K1 PathHunter CXCR6 beta-arrestin, luminescence. O00574; in the data active means inhibition above about 34%, passing the limit was not always enough;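 further: antagonist mode with CXCL16 agonist at 10 nM final; 0% = 10 nM CXCL16 with DMSO and 100% = unstimulated wells without agonist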
CCR6 antag: antagonists of human CCR6 receptor; P51684; CHO-K1 CCR6 PathHunter beta-arrestin, luminescence, CCL20-stimulated; inhibition, % at 20 µM; actives 0.49% (n = 340,000); AID 493098;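 active means compounds whose inhibition of the agonist-driven luminescence signal at 20 µM reaches about 50%, limit read from the data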;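 further: cells stimulated with CCL20 at 14 nM final; plate controls were DMSO with CCL20 for no effect and DMSO without agonist for full effect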
Target sequence (P51684 whole entry, looked up): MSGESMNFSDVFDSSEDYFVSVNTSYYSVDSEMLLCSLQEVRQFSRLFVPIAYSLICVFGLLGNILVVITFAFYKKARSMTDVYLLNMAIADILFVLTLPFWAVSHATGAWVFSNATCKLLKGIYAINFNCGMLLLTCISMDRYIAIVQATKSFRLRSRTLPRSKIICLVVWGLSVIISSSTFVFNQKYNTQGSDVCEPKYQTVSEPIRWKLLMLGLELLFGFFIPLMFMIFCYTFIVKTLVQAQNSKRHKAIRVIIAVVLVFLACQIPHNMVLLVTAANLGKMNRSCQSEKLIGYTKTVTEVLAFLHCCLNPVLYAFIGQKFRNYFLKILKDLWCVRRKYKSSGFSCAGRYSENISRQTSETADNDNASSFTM
The depositor's hits bear a star; nt = not tested or not shown.

SMILES	A3G deaminase	NR3A LBD binder	Gli-Sufu antag	A3A deaminase	MPTP block	EBI2 block	CXCR6 inh	CCR6 antag
Cc1cc(C)c(C#N)c(SCc2nnc(-c3ccccc3)o2)n1	-8	0	70*	-7	1.5	3	-3	15
CCOc1ccc2ccccc2c1C1NC(=O)N(C)C(C)=C1C(=O)OCCOC (centres undefined)	-6	0	-9	-3	-1.3	-3	0	7
O=[N+]([O-])c1cccc(-c2nnc(SCc3cccnc3)o2)c1	-11	-2	-7	0	-1.5	-2	-1	2
COc1ccc(C2c3cc4c(cc3OC(N3CCOCC3)C2C)OCO4)c(OC)c1 (centres undefined)	nt	-1	3	nt	-0.6	10	12	15
CNC(=O)C(Sc1nc(C)nc2c1oc1ccccc12)C(C)=O (centres undefined)	-2	-1	-1	-2	-3.8	0	3	4
CC(C)N1C(=O)CCC1C(=O)NCc1cccs1 (centres undefined)	-5	0	7	0	-1.2	-2	-27	-2
O=c1c2ccccc2nnn1CSc1nc2cc(Cl)ccc2c(=O)n1Cc1ccco1	-6	4	7	-3	nt	nt	nt	-1
N#CCCn1nc(-c2ccccc2)cc1Nc1ccccc1NC(=O)C(F)(F)F	-7	3	4	-1	9.3	-3	-1	-2
C=CCOC(=O)C1=C(C)OC(N)=C(C#N)C1c1ccc(OC)c(CSc2ccccn2)c1 (centres undefined)	-7	0	-15	-6	1.8	-5	-6	3
Cc1ccc(-c2cc(C(F)F)nc(NCC3CCCO3)n2)cc1 (centres undefined)	-5	-1	-10	-1	2.7	14	-3	3
COc1ccc(/C=C(\C#N)C(=O)NCC2CCCO2)cc1OC (centres undefined)	-4	-1	3	1	-0.8	1	1	3
Cc1cc(C)nc(NC(=NCCc2c[nH]c3ccccc23)NC(=O)Nc2ccccc2)n1	-5	10*	24	-1	5.7	2	-4	-23
O=C(CN1C2CCCC1CC(NC(=O)C1CCCCC1)C2)Nc1ccccc1C(F)(F)F (centres undefined)	-9	-4	26	-3	-0.6	2	-11	10
CCCS(=O)(=O)N1CCCC(C(=O)NCCCN2CCN(c3ccc(F)cc3)CC2)C1 (centres undefined)	-6	0	-6	4	-0.4	-2	-2	18
Nc1ccn(Cc2ccc(F)cc2)n1	-9	-1	-24	-3	0.0	7	-6	6
CCOC(=O)Cc1csc(SCC(=O)N2CCN(c3ccc(OC)cc3)CC2)n1	-6	3	-3	-2	1.4	21	6	-10
COc1ccc2c(c1)C(O)C(CO)C(C(=O)O)C2 (centres undefined)	nt	0	-1	nt	-0.1	-3	5	5
COc1cc2sc(-c3ccc(S(C)(=O)=O)cc3)c(-c3ccc4c(c3)OCO4)c2cc1OC	-3	-1	0	-1	2.0	18	12	4
Cc1cc2nccc(-c3ccccn3)n2n1	0	1	2	2	-0.5	-4	-9	9
COc1ccc(O)c(C=NCC(C)N=Cc2cc(OC)ccc2O)c1 (centres undefined)	-8	2	-5	-3	5.4	-9	-17	18
Cc1ccc(S(=O)(=O)Nc2ccc(N3CCOCC3)cc2)cc1	2	5	-5	2	0.2	-22	-7	4
C[C@H](NC(=O)c1ccc(Br)cc1)C(=O)NCc1ccc(S(N)(=O)=O)cc1	-5	-2	-16	0	-1.3	-3	-4	-2
O=C(COC(=O)c1ccco1)NNC(=O)c1ccc(Cl)cc1	-1	0	-5	5	-1.0	1	-7	-4
Cc1nc(NCc2ccco2)c2c3c(sc2n1)CCC3	-3	-2	-13	3	1.3	7	5	30
COCc1[nH][nH]c(=O)c1C=NCC(=O)OC	-6	-1	-3	-3	1.4	3	-3	-9

Continued (3 carried over from the part before).
SMILES	A3G deaminase	NR3A LBD binder	Gli-Sufu antag	A3A deaminase	MPTP block	EBI2 block	CXCR6 inh	CCR6 antag
O=C(COC(=O)c1ccco1)NNC(=O)c1ccc(Cl)cc1	-1	0	-5	5	-1.0	1	-7	-4
Cc1nc(NCc2ccco2)c2c3c(sc2n1)CCC3	-3	-2	-13	3	1.3	7	5	30
COCc1[nH][nH]c(=O)c1C=NCC(=O)OC	-6	-1	-3	-3	1.4	3	-3	-9
COc1ccc(CCNC(=O)C2CCC(=O)N(CC3CCCCC3)C2)cc1 (centres undefined)	0	2	-7	-4	0.4	6	5	3
Cn1cnc(Sc2ncnc3nc[nH]c23)c1[N+](=O)[O-]	-10	3	0	-3	1.2	5	1	1
CCCS(=O)(=O)N1CCCC(C(=O)NCCc2ccc(Cl)cc2)C1 (centres undefined)	-2	0	-17	3	0.1	30	-8	-5
Cc1cc(C)nc(N2CCN(c3nnnn3-c3ccccc3)CC2)n1	-6	0	1	-4	0.0	-6	3	6
CCCCN1Cc2cc(C(=O)c3cc(F)ccc3O)cnc2NC1=O	-9	0	7	-6	-1.7	-21	-13	17
COCCN(C(=O)C1=COCCO1)c1c(N)n(Cc2ccccc2)c(=O)[nH]c1=O	-7	2	8	-5	0.3	-17	3	8
CC(=O)Nc1ccc2nc(NC(=O)CS(=O)(=O)c3ccccc3)sc2c1	-11	7	-6	-3	-0.7	4	-9	-2
CC1CC(C)CN(C(=O)c2ccc(Br)c(S(=O)(=O)N3CCOCC3)c2)C1 (centres undefined)	-10	-1	-4	-5	1.5	0	0	10
CN(CC(=O)Nc1cccc(F)c1)C(=O)c1cn2ccccc2n1	-7	-1	-6	-4	8.3	-8	8	3
O=C1Nc2ccccc2/C1=N\N=C\C1=C(N2CCOCC2)C(=C\c2ccccc2)/CC1	6	nt	nt	7	17	7	36	nt
CN(C)C=NC(=O)c1cc(C(=O)c2ccccc2Cl)c[nH]1	-4	-3	-1	-2	-0.8	-11	0	-7
Cc1ccc(OCC(=O)Oc2c(C)cccc2C)cc1C	31	1	-13	-2	0.5	2	-2	12
O=C1NC(=O)c2cc(NC(=O)C3COc4ccccc4O3)ccc21 (centres undefined)	-3	-3	6	-2	-2.9	-4	0	-7
CC(C)C(NC(=O)Nc1ccccc1)C(=O)Nc1cccc(S(=O)(=O)N(C)C)c1 (centres undefined)	-5	0	-30	-2	-0.4	-7	1	-11
Cc1ccc(NC(=O)Nc2cc(C(F)(F)F)c[nH]c2=O)cc1	-10	24*	-14	3	0.5	-2	0	8
O=C(Nc1cccc(F)c1)Nc1ccc2c(c1)C(=O)OC2	0	14*	-8	3	49	-4	-8	15
CCc1ccccc1NC(=O)CCC(=O)c1cccs1	-4	-3	-43	-1	0.2	-14	2	8
O=C(N/N=C/c1ccccc1Br)C1CC1	-2	-1	3	0	0.1	7	5	-6
Cc1cc(S(=O)(=O)Nc2noc3ccccc23)ccc1F	-8	0	3	-3	-0.4	9	-8	9
CN(C(=O)C1CCN(S(=O)(=O)c2cccs2)CC1)C1CCCCC1	-2	1	0	-1	-0.5	-19	-3	3
COc1ccc(-n2nnnc2SCC(=O)c2ccc3c(c2)OCCO3)c(OC)c1	0	2	-11	-6	1.5	8	-4	13
Cc1nc2cc(C(F)(F)F)ccc2n1C1CCN(CC(=O)N2CCCC2)CC1	-3	-2	5	3	-1.7	-6	2	7
CN1CCN(C(=O)CCS(=O)(=O)c2cc3c(cc2Cl)NC(=O)CO3)CC1	-8	2	-4	-1	-0.9	-8	8	2
COc1ccc(C(=O)NCCCN2CCOCC2)cc1	-1	0	-2	72*	0.4	0	-4	0
CC(=O)Nc1ccc(S(=O)(=O)NC(CC(=O)N(C)Cc2ccccc2)C(C)C)cc1 (centres undefined)	-8	0	-3	-5	-1.3	1	-2	-3

6 entries picked at random from those above, as already listed:
SMILES	A3G deaminase	NR3A LBD binder	Gli-Sufu antag	A3A deaminase	MPTP block	EBI2 block	CXCR6 inh	CCR6 antag
Cc1cc(S(=O)(=O)Nc2noc3ccccc23)ccc1F	-8	0	3	-3	-0.4	9	-8	9
Cc1ccc(OCC(=O)Oc2c(C)cccc2C)cc1C	31	1	-13	-2	0.5	2	-2	12
COc1ccc(-n2nnnc2SCC(=O)c2ccc3c(c2)OCCO3)c(OC)c1	0	2	-11	-6	1.5	8	-4	13
O=C1NC(=O)c2cc(NC(=O)C3COc4ccccc4O3)ccc21 (centres undefined)	-3	-3	6	-2	-2.9	-4	0	-7
COCCN(C(=O)C1=COCCO1)c1c(N)n(Cc2ccccc2)c(=O)[nH]c1=O	-7	2	8	-5	0.3	-17	3	8
COc1ccc(C(=O)NCCCN2CCOCC2)cc1	-1	0	-2	72*	0.4	0	-4	0

Later entries
SMILES	A3G deaminase	NR3A LBD binder	Gli-Sufu antag	A3A deaminase	MPTP block	EBI2 block	CXCR6 inh	CCR6 antag
CCOC(=O)CSc1nnc(C)c(C)n1	-7	-1	4	3	-0.9	-9	2	9
CC(C)(C)NC(=O)/C(=C\c1ccccc1F)NC(=O)c1ccc([N+](=O)[O-])cc1	0	0	-5	1	1.9	-3	-5	-25
COC(=O)c1c(C)[nH]c(C(=O)NCc2ccco2)c1C	-10	-1	-12	1	0.6	-5	5	-5
Cc1ccc(NC(=O)COc2ccccc2C(=O)NCCc2ccccc2)cc1	-10	0	7	-8	2.7	25	11	9
CC1(C)CC(=O)C2=C(C1)c1c(ccc3ccccc13)NC2c1ccco1 (centres undefined)	2	-10	-37	11	-0.9	12	3	26
O=S(=O)(c1ccc(NC(=S)NCc2ccc(F)cc2)cc1)N1CCOCC1	-4	-6	-7	-2	41	9	-5	11
COC(=O)CNS(=O)(=O)c1ccc(Cc2ccc(S(=O)(=O)NCC(=O)OC)cc2)cc1	-6	1	-1	1	27	-2	1	-14
Cc1c(NC(=O)/C(C#N)=C/C2CC=CCC2)c(=O)n(-c2ccccc2)n1C (centres undefined)	-1	0	7	0	-0.1	-6	5	2
CCOc1ccccc1C1C(C#N)=C(N)Oc2n[nH]c(CC)c21 (centres undefined)	3	-1	8	5	-0.7	-16	-6	3
COc1ccc(NS(=O)(=O)c2ccc(O)c([N+](=O)[O-])c2)cc1S(=O)(=O)N1CCCCC1	4	-2	5	7	0.1	0	9	18
COc1cccc(NC(=O)C2CCN(S(=O)(=O)c3ccc4c(c3)OCCO4)CC2)c1	-1	-16	-6	0	3.8	19	0	-4
CCOC(=O)c1ccc(Nc2cc(C)nc3nc(C)nn23)cc1	-1	0	-5	4	-2.5	-3	-3	1
COc1ccccc1/C=C/C(=O)OCCN1C(=O)c2ccccc2C1=O	0	-1	3	3	-0.9	-3	0	15
O=C(c1ccc([N+](=O)[O-])cc1)N1CCN(C(=O)c2cccs2)CC1	-2	-6	-8	2	-0.4	-1	-9	1
O=C(NNC(=O)C1CC(c2cccs2)=NO1)Nc1ccc(Cl)cc1 (centres undefined)	-7	-2	2	-4	-0.9	4	-11	-7
COc1cc2c(cc1OC)CN(Cc1ccc(OC)c(C)c1OC)CC2	-8	-1	29	-4	2.5	4	5	0
COc1ccc([N+](=O)[O-])cc1NS(=O)(=O)c1cc(C(=O)O)ccc1OC	-3	0	-5	4	0.6	7	8	17
CCNC(=S)NNC(=O)c1cccc(Br)c1	-4	1	2	0	-0.9	1	12	16

Structures listed so far marked active in NR3A LBD binder.
molecule,A3G deaminase,NR3A LBD binder,A3A deaminase,MPTP block,EBI2 block,CXCR6 inh,CCR6 antag
Cc1cc(C)nc(NC(=NCCc2c[nH]c3ccccc23)NC(=O)Nc2ccccc2)n1,-5,10*,-1,5.7,2,-4,-23
Cc1ccc(NC(=O)Nc2cc(C(F)(F)F)c[nH]c2=O)cc1,-10,24*,3,0.5,-2,0,8
O=C(Nc1cccc(F)c1)Nc1ccc2c(c1)C(=O)OC2,0,14*,3,49,-4,-8,15

Screening results from PubChem BioAssay.
